GSIS activator: primary screen for activators of insulin secretion dependent on glucose, INS-1E cells, GLuc reporter luminescence | INS-1E GLuc reporter insulin secretion, 2-3 h | hit rate 0.61% among 370,000 | activation, % at 16.6 µM;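 active = lowest replicate activation of at least 40%, so every replicate reaches that level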;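 note: 0% = median of neutral control wells and 100% = median of IBMX positive control wells; some compounds called inactive have numbers as strong as hits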
Cneo AK release: Cryptococcus neoformans lysis via adenylate kinase release; C. neoformans lysis, adenylate kinase release luminescence, 4 h; normalised: neutral wells 0, clomiphene wells 100; lysis activity, % at 15 µM; hit rate 0.2% among 360,000; AID 651654;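 active = mean lysis activity across replicates of at least 80%, whatever share of replicates individually reach that level; inactive = mean lysis activity below 80%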
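Material: C. neoformans cells; Schedule: 4 h static compound exposure, 37 °C, read 1 h post-reagent; Measured by: adenylate kinase release luminescence; Read-out: signal increase indicating cell lysis; Controls: Clomiphene as positive lysis control.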
PGC1a acetyl inh: PGC1a acetylation modulation, inhibitor mode; U2OS PGC1a acetylation, AlphaScreen anti-acetyl-lysine; with virally co-expressed GCN5 acetyltransferase; inhibition, % at 15.6 µM; hit rate 0.17% among 350,000; AID 651687;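 active = every replicate shows inhibition of at least 40%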;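 note: 0% = neutral control wells and 100% = positive control wells; some results beyond the cut were filed as inactive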
ARNT TACC3 PPI: disruptors of human ARNT/TACC3 interaction. Q9Y6A5. AlphaScreen His-ARNT PAS-B/GST-TACC3 binding, luminescence; TACC3 fragment carries E629A point mutation. inhibition, % at 9.99 µM. hit rate 0.66% among 390,000;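 active = mean inhibition of replicates at least 50% and at least half of replicates each reaching 50%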;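 note: 0% = complete ARNT plus TACC3 wells and 100% = ARNT alone without TACC3; many hits fall short of the cut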
PAX8 inh HTS: inhibitors of PAX8 transcriptional activity in RMG-I cells | RMG-I TPO-luciferase reporter, SteadyGlo, 24 h | inhibition, % at 12.6 µM | hit rate 1.2% among 360,000 | AID 652154;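 active = mean replicate inhibition at least 60% with every replicate also reaching 60%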;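 note: luciferase light reporting Pax8 driven TPO promoter activity; plate controls were median of neutral control wells for no effect and mitoxantrone controls for full effect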
PglD inh: blocks C. jejuni PglD acetyltransferase activity; purified PglD enzyme, DTNB colorimetric CoA detection; inhibition, % at 12.5 µM; hit rate 0.098% among 360,000; AID 602405; in the data active = inhibition above about 16%, passing the limit was not always enough; note: strong numbers were not always called active
LGR2 antag: blocks bursicon-induced cAMP signaling via Drosophila LGR2. HEK293 LGR2, CRE-luciferase, bursicon-stimulated, 4 h. inhibition, % at 9.99 µM. hit rate 0.35% among 380,000;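 active = drop in luminescence signal, shown as inhibition above about 50% in the replicate tests, limit read from the data, passing the limit was not always enough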;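 note: agonist challenge used bursicon conditioned medium at about half maximal strength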
Statin myotox sup: protects C2C12 myotubes from simvastatin toxicity. ATP luminescence, 48 h; scaled: DMSO 0, geranylgeraniol control 100. rescue of ATP level, % at 7.49 µM. hit rate 0.78% among 330,000;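 active = mean ATP rescue above about 67%, or every replicate alone reaching that limit, limit read from the data, passing the limit was not always enough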;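 note: myotubes were challenged with 10 µM simvastatin during compound exposure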
Starred values were filed as active, the others as inactive; x = no result given.

SMILES	GSIS activator	Cneo AK release	PGC1a acetyl inh	ARNT TACC3 PPI	PAX8 inh HTS	PglD inh	LGR2 antag	Statin myotox sup
CCS(=O)(=O)Nc1ccc2c(c1)C(=O)N(C)[C@@H]1CC[C@@H](CC(=O)NCc3ccc(OC)cc3)O[C@H]1CO2	10	3	3	-7	-16	0	12	-4
Cc1cccnc1C(NC(=O)C1CCN(Cc2ccc3ccccc3n2)CC1)c1ccc(Cl)cc1 (stereo not drawn)	-12	0	-6	x	28	-8	0	17
O=C(N/N=C/c1cc([N+](=O)[O-])ccc1N1CCCCCC1)c1ccccn1	15	x	x	-2	-12	x	-17	x
COc1ccc(-n2nc3cc(C)c(N)cc3n2)cc1Cl	10	-2	4	-4	-104	-2	5	3
N#CC1=C(N)NC(=S)C(C(N)=O)C1c1ccccc1F (stereo not drawn)	-33	-2	6	5	3	7	-20	x
COc1ccc(Nc2nccc(OC)c2C#N)cc1	x	0	x	-17	x	2	x	2
COc1ccc(-c2[nH]ncc2CN2CCCN(C(=O)c3ccco3)CC2)cc1F	30	-3	3	0	-9	1	-1	-2
Nc1nc(C(F)(F)F)c(Br)c(=O)n1N	6	x	3	2	8	x	2	x
COc1ccc(/C=C(\NC(=O)c2cccs2)C(=O)NN)cc1OC	-2	0	14	-10	4	6	8	6
O=C(/C=C/c1ccc(Cl)c(Cl)c1)N1CCOCC1	4	0	-3	3	19	4	-21	3
CCOC(=O)N1CCC(N2Cc3cccc(C(=O)NCc4ccc5c(c4)OCO5)c3C2=O)CC1	0	0	9	-6	7	1	1	12
Cc1ccsc1/C=N/NC(=O)c1ccncc1	27	x	-2	23	-4	x	1	x
CCn1c(=O)cc(SCC(=O)NCCCN2CCN(c3ccc(F)cc3)CC2)c2ccccc21	-5	2	-42	-4	x	-5	-6	-5
N#C/C(=C\c1cccnc1)C(=O)Nc1ccc(C(=O)O)cc1	5	x	1	x	12	x	28	x
Cc1noc(C)c1S(=O)(=O)NCc1ccc2c(c1)OCO2	x	0	3	-2	1	0	3	-4
CC(Sc1nnc(CNc2cccc3ccccc23)n1-c1ccccc1)C(=O)N/N=C/c1ccco1 (stereo not drawn)	x	3	6	6	13	-4	x	-4
CCOc1cc(NC(=S)Nc2ccc(Cl)cc2)c(OCC)cc1NC(C)=O	10	x	-9	-17	6	x	-26	x
CCN1CCN(CC(=O)Nc2ccc(C(C)=O)cc2)CC1	11	0	-3	-6	-8	-2	10	6
CC(C)(C)C(=O)Nc1cc(S(=O)(=O)N2CCCCC2)ccc1N1CCCCC1	-28	3	-17	-3	14	-4	14	-70
COc1ccccc1C(=O)NCCC(=O)N1CC(=O)Nc2ccccc21	-4	0	9	25	x	4	1	-13
C[C@H](CO)N1C[C@H](C)[C@H](CN(C)Cc2ccc(-c3ccccc3)cc2)Oc2c(NS(=O)(=O)c3ccc(Cl)cc3)cccc2C1=O	-28	52	1	5	6	-2	20	10
O=C(Nc1ccc(N2CCCC2)cc1)c1ccc(Cl)cc1Cl	6	-3	-3	-4	-54	-3	-13	-12
Fc1cccc(/C=N/Nc2cc(N3CCOCC3)ncn2)c1	-15	-3	11	-4	-131	-1	-35	-6
COc1ccc(N(C(=O)c2cnccn2)C(C(=O)NC2CCCCC2)c2ccc(Cl)cc2)cc1 (stereo not drawn)	-8	0	-5	-2	x	4	-7	6
Cc1cc(C)c2c(=O)n(CC(=O)N3CCN(c4ccccc4)CC3)ccc2n1	-9	2	-3	x	6	5	-18	4

The last 4 entries of the section before are carried over, then new ones follow.
SMILES	GSIS activator	Cneo AK release	PGC1a acetyl inh	ARNT TACC3 PPI	PAX8 inh HTS	PglD inh	LGR2 antag	Statin myotox sup
O=C(Nc1ccc(N2CCCC2)cc1)c1ccc(Cl)cc1Cl	6	-3	-3	-4	-54	-3	-13	-12
Fc1cccc(/C=N/Nc2cc(N3CCOCC3)ncn2)c1	-15	-3	11	-4	-131	-1	-35	-6
COc1ccc(N(C(=O)c2cnccn2)C(C(=O)NC2CCCCC2)c2ccc(Cl)cc2)cc1 (stereo not drawn)	-8	0	-5	-2	x	4	-7	6
Cc1cc(C)c2c(=O)n(CC(=O)N3CCN(c4ccccc4)CC3)ccc2n1	-9	2	-3	x	6	5	-18	4
Cc1oc(-c2ccccc2F)nc1CS(=O)(=O)CC(=O)NCCN(C)C1CCCCC1	x	-4	-3	x	4	-1	-15	-8
CC(C)OC(=O)c1c(NC(=O)c2ccco2)sc2c1CCCC2	18	-3	7	23	-12	-1	x	x
Cc1csc(NC(=O)CSc2nnc(-c3ccco3)n2C)n1	1	0	3	-3	-10	-2	x	4
Cc1cccc(NC(=O)CSc2nnc(C3CC3)n2CC2CCCO2)c1C (stereo not drawn)	-5	6	x	-3	3	-2	-6	8
COc1ccc(S(=O)(=O)N(CC(=O)NCc2ccco2)C2CCCCC2)cc1OC	-4	-1	4	0	x	-2	9	12
Cc1cccc2cc(CN(Cc3ccco3)C(=O)Nc3cccc(C#N)c3)c(Cl)nc12	7	0	-34	-5	x	6	1	8
COc1ccc(-c2noc(CN(C(=O)c3ccc(OC(C)=O)cc3)C(C)C)n2)cc1OC	x	-1	-13	-3	x	7	x	15
C[C@@H]1CCCCO[C@H](CN(C)Cc2ccc(C(=O)O)cc2)[C@H](C)CN([C@H](C)CO)C(=O)c2cc(NC(=O)c3ccccc3)ccc2O1	19	43	-19	1	10	8	18	x
Cn1c(N)c(C(=O)COC(=O)C2(c3ccc(F)cc3)CCCC2)c(=O)n(C)c1=O	x	-3	x	15	x	-3	x	4
Cc1ncc(CCl)c2c1OC(C)(C)OC2	x	-1	3	-9	1	5	x	0
CCCN=Cc1c(CCC)[nH]n(-c2nc3ccccc3s2)c1=O	x	21	-1	-3	x	5	x	-10
O=C(CSc1nc2ccccc2c(=O)n1Cc1ccco1)c1ccc(F)cc1	x	0	4	-11	x	2	x	11
O=C(O)CCCCCNS(=O)(=O)c1ccc(Cl)cc1	20	0	29	-6	x	6	-8	-22
Cc1ccc(S(=O)(=O)N(C)C)cc1NC(=O)CN1C(=O)NC2(CCc3ccccc32)C1=O (stereo not drawn)	-2	-6	4	x	-64	-3	0	1
C[C@@H]1CN([C@@H](C)CO)C(=O)c2cc(NC(=O)Nc3ccc(F)cc3)ccc2O[C@@H](C)CCCCO[C@H]1CN(C)S(=O)(=O)c1cccs1	-2	-4	-9	8	-4	-4	-12	-19
O=C(NC1(C(F)(F)F)C(=O)Nc2c1c(=O)[nH]c(=O)n2Cc1ccccc1)c1ccc(Cl)cc1 (stereo not drawn)	x	-1	-1	x	8	2	x	-2
CCCCn1c(-c2cccnc2)nc2cc3[nH]c(=O)c(C(C)C)nc3cc21	-9	5	-4	-2	13	-2	19	-7
CCCN(C)C[C@H]1OCCCC[C@H](C)Oc2ccc(NS(=O)(=O)c3ccc(C)cc3)cc2C(=O)N([C@H](C)CO)C[C@H]1C	-10	-1	-1	4	18	1	8	x
C[C@H](CO)N1C[C@H](C)[C@@H](CN(C)CC2CCOCC2)Oc2cc(-c3cccnc3)ccc2S1(=O)=O	18	-2	-6	-5	10	8	-10	-12
Cn1ccnc1SCC(=O)Nc1cccc(S(=O)(=O)N2CCCCC2)c1	6	x	-1	x	11	x	0	x
Cc1cccc2nc(COc3ccc(Cl)c4cccnc34)cn12	14	x	10	2	-78	x	-47	x
COc1cccc(CNC(=O)CSc2nnc3c(n2)[nH]c2ccc(C)cc23)c1	7	0	-6	6	1	-9	-5	5
CO[C@H]1CN(C)C(=O)c2ccc(NC(=O)NC(C)C)cc2OC[C@H](C)N(C(=O)C2CCC2)C[C@@H]1C	8	x	2	x	-13	x	-10	x
CCOc1ccc(OCCNC(=O)C(NC(=O)c2c(F)cccc2F)C(C)C)cc1 (stereo not drawn)	12	-2	0	-4	2	-1	3	18
C[C@@H]1CCCCO[C@H](CN(C)S(=O)(=O)c2ccc(Cl)cc2)[C@H](C)CN([C@@H](C)CO)C(=O)c2cc(NC(=O)Nc3ccc(C(F)(F)F)cc3)ccc2O1	11	-13	10	10	51	-4	3	x
SMILES	GSIS activator	Cneo AK release	PGC1a acetyl inh	ARNT TACC3 PPI	PAX8 inh HTS	PglD inh	LGR2 antag	Statin myotox sup
Cc1ccc2c(c1)-c1c(cnn1CC(=O)N(CCC#N)c1ccccc1)CO2	-4	-6	-2	x	-4	3	13	7
Cc1cc(OC(=O)c2cccs2)ccc1C(C)C	10	x	-5	-6	x	x	-2	x
CCN(CC)c1ccc(NC(=O)CN2CCN(CC(=O)Nc3ccccc3OC)CC2)cc1	-4	-2	0	4	-11	1	6	10
Cc1c(NC(=O)/C(C#N)=C/c2cccs2)c(=O)n(-c2ccccc2)n1C	-10	x	5	0	19	x	-10	3
CCc1ccc(NC(=O)C(=O)c2ccccc2NC(C)=O)cc1	x	-1	0	-11	-162	0	x	-7
CCn1c(=O)c2cc(C(=O)N(C)c3ccccc3F)sc2c2ccccc21	-17	-5	9	-2	16	0	10	x
S=C1N(c2ccccc2)CN(CCN2CCOCC2)CN1c1ccccc1	-18	0	-2	x	11	6	-10	-4
COc1cc(/C=C2/SC(=S)N(CC(=O)O)C2=O)ccc1OC(=O)c1ccco1	-16	-2	x	x	12	-5	30	-5
Cc1ccc(C)c2sc(NC(=O)C3CC3)nc12	-3	1	x	-3	x	-7	-32	4
Cc1ccc(C)c(OCc2nnc(SCC(=O)NC(=O)NCc3ccco3)o2)c1	6	x	x	-1	1	x	14	x
Cc1cc(C(=O)Nc2cccc3c2O[C@@H](CN(C)S(=O)(=O)c2cn(C)cn2)[C@@H](C)CN([C@H](C)CO)C3=O)n(C)n1	13	-5	5	-10	x	1	3	-14
COC(=O)c1cnn(-c2ccccc2)c1-n1cccc1C=O	13	-1	-6	-6	-14	0	18	1
c1ccc2c(c1)nc(N1CCOCC1)c1ccccc12	13	x	-9	0	-14	x	4	x
C[C@@H]1CN([C@H](C)CO)C(=O)CCCn2nncc2CO[C@@H]1CN(C)Cc1cccnc1	5	x	3	x	x	x	-6	-3
C[C@H]1CN([C@@H](C)CO)C(=O)c2cc(C3=CCCC3)cnc2O[C@H]1CN(C)C(=O)c1ccncc1	1	x	9	x	-2	x	-7	x
O=c1[nH]c(C2CCN(S(=O)(=O)/C=C/c3ccccc3)CC2)nc2c1nnn2Cc1ccccc1	-10	0	x	-1	4	-5	-9	14
CC(=O)NC(Cc1c[nH]c2ccccc12)C(=O)Nc1ccc2c(c1)OCO2 (stereo not drawn)	x	-1	-7	-1	x	-4	x	x
O=S(=O)(/N=S1/CC=CCN1S(=O)(=O)c1ccccc1)c1ccccc1 (stereo not drawn)	x	-19	-3	0	x	x	x	4
C[C@@H]1CN([C@H](C)CO)C(=O)c2c(c3ccccc3n2C)-c2ccccc2CO[C@H]1CN(C)C(=O)[C@H](Cc1ccccc1)N(C)C	-4	49	10	3	10	4	x	12
O=C(C[C@H]1CC[C@@H]2[C@H](COC[C@@H](O)CN2Cc2cccc(-c3ccncc3)c2)O1)N1CCN(c2ccccc2)CC1	-15	3	-5	-3	-14	0	11	14
COc1ccc(CNC(=O)c2[nH]c(C(F)(F)F)nc2-c2ccccc2)cc1OC	50	1	8	x	-5	0	2	3
C[C@H]1CN([C@@H](C)CO)C(=O)Cc2cc(NC(=O)CCCCCC(=O)Nc3ccccc3N)ccc2O[C@H]1CN(C)S(=O)(=O)c1cccs1	16	-1	7	-5	0	2	9	33
COC(=O)/C=C/c1ccc(OC(=O)OC)c(OC(=O)OC)c1	4	x	x	4	-14	x	3	x
CCOC(=O)[C@H]1[C@H]2COc3ccc(C)cc3[C@@H]2N2C(=O)c3cc(Cl)ccc3NC(=O)[C@@]12C	-23	0	18	0	5	-4	9	4
O=C1[C@H]2[C@@H](c3ccc(C(F)(F)F)cc3)N[C@]3(CCCN(Cc4ccc(F)cc4)C3=O)[C@H]2C(=O)N1Cc1ccccc1	-24	-1	x	x	2	-5	17	12
